Bioassay records as filed in PubChem.
TLR4-MyD88 BLA: inhibitors of human TLR4-MyD88 binding; O00206+Q99836; HeLa CL3-4 TLR4/MyD88 BLA complementation, FRET ratio; inhibition, % at 8.4 µM; hit rate 0.18% among 200,000; in the data active = inhibition above about 25%;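 also: 0% = vehicle and 100% = reference inhibitor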
Target sequence (O00206 whole entry, looked up): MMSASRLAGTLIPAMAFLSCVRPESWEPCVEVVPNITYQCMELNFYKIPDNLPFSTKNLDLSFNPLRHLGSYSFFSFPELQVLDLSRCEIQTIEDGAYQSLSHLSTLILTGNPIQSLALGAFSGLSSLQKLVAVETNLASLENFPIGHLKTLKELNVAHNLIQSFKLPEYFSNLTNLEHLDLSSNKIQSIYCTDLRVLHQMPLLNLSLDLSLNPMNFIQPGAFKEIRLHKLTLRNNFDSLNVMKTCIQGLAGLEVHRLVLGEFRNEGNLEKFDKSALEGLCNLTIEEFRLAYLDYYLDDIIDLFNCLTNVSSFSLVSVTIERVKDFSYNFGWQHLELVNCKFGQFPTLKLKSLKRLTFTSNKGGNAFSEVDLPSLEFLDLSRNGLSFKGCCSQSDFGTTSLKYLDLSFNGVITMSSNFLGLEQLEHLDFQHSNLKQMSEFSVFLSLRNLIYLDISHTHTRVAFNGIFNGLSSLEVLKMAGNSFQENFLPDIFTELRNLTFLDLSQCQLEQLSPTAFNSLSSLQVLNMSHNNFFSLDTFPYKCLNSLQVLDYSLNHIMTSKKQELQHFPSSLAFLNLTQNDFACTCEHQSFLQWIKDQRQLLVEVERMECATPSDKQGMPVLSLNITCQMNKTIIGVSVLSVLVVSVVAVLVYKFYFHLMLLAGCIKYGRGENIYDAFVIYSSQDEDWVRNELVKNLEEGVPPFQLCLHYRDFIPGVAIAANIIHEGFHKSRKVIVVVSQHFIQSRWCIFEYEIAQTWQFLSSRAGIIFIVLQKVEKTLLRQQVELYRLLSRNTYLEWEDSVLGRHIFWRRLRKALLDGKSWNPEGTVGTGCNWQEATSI
Target sequence (Q99836 whole entry, looked up): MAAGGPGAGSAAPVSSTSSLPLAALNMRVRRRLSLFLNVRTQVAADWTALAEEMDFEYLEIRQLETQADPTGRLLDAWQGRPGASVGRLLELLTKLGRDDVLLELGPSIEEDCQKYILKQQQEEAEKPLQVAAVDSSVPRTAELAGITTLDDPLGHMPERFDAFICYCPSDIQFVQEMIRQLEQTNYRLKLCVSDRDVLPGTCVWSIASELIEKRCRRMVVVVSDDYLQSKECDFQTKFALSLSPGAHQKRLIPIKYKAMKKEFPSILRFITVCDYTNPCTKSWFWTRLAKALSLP
STAT1 blocker: inhibitors of IFN-gamma induced STAT1 signaling; NIH 3T3 STAT1-luciferase reporter, luminescence; inhibition, % at 5.5 µM; hit rate 0.35% among 200,000;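 active = inhibition above a set limit, the mean inhibition across all tested compounds plus 3 SD, cut at about 34% in these data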;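 also: 0% = IFN-gamma with DMSO and 100% = IFN-gamma with 300 µM nifuroxazide; values of inactives mirror those of a sister screen read the other way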
DTT redox prof: compounds producing H2O2 with reducing agent – biochemical, NIH compound library profiling, artefact control for MLSCN library redox annotation, primary screen. DTT-dependent redox cycling H2O2, phenol red/HRP absorbance; 100% = 100 µM peroxide control, 0% = buffer. activation, % at 10 µM. hit rate 0.03% among 200,000. AID 878;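 active = activation of at least 50% relative to the plate's high and low controls in the primary single-dose screen; inactive = activation below 50%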;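 also: compound incubated with DTT at 0.8 mM final as the reducing agent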
Hsp70 act: switches on Hsp70 transcription. activation, % at 10 µM. AID 1203. HeLa Hsp70 promoter luciferase reporter, luminescence; scaled: vehicle 0, proteasome-inhibitor control 100%. hit rate 0.04% among 200,000;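 active = activation above the mean across all tested compounds plus 3 SD, cutoff set per campaign, cut at about 5.5% in these data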;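 also: 100% = MG132 at 30 µM as the positive control and 0% = DMSO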
Efa HMGR inh: E. faecalis class II HMG-CoA reductase inhibition; purified E. faecalis HMGR, NADPH absorbance 340 nm kinetic; inhibition, % at 10 µM; hit rate 0.41% among 190,000; AID 1066;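 active = inhibition above a set limit, the median over all tested compounds plus 3 SD, cut at about 9.5% in these data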;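 also: enzyme runs in reverse so mevalonate oxidation gives rising NADPH absorbance; 0% = complete reaction with DMSO and 100% = background rate lacking mevalonate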
STAT1 act: STAT1 signaling activation. NIH 3T3 STAT1-luciferase reporter, IFN-gamma, luminescence; 100% = IFN-gamma alone, no compound. activation (% of control), % at 5.5 µM. hit rate 2.6% among 200,000;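 active = activation above the screen-wide mean activation plus 3 SD, cut at about 130% in these data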;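 also: raw ratio to IFN-gamma control signal so 100% means no change and 0% no light; values of inactives mirror those of a sister screen read the other way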
STAT3 act: activators of IL-6 induced STAT3 signaling | U3A cells, IL-6 STAT3-luciferase reporter, luminescence; 100% = signal with IL-6 EC80 alone | activation (% of control), % at 5.6 µM | hit rate 0.91% among 190,000 | AID 871;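 active = activation above the screen-wide mean of compound activation plus 3 SD, cut at about 130% in these data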;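 also: 0% = background luminescence of wells with medium and substrate only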
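Test system: Human STAT1-deficient U3A cells with stable STAT3-luciferase reporter | Also added: Interleukin-6, 33 ng/mL | Timing: Compound pre-incubation 1 h before IL-6, then 6 h stimulation at 37 °C | Technique: Luciferase reporter luminescence | Read-out: Percent of IL-6-only median luminescence | Benchmarks: IL-6-only wells as 100% reference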
NF-kB expr up: raises NF-kB expression in human neuronal cells; NF-kB reporter expression; active compounds read high; fold change at 12.5 µM; hit rate 1.6% among 190,000; AID 1239; in the data active = fold change above about 3.3
STAT3 inh: STAT3 signaling inhibition | U3A cells, IL-6 STAT3-luciferase reporter, luminescence; host cell line lacks STAT1 | inhibition, % at 5.5 µM | hit rate 0.89% among 190,000 | AID 862;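 active = inhibition above the mean inhibition across all screened compounds plus 3 SD, cut at about 44% in these data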;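 also: 0% = DMSO only wells and 100% = 100 µM nifuroxazide control wells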
APP 5'UTR act: activates APP 5'UTR luciferase reporter; hit rate 1% among 190,000; activation, % at 2 µM; SH-SY5Y APP 5'UTR luciferase reporter, luminescence; zero percent = DMSO vehicle wells;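 active = activation above a set limit, based on mean plus 3 SD of controls, cut at about 140% in these data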; also: values of inactives mirror those of a sister screen read the other way
Active calls of the source: *; nt = not tested or not shown.

SMILES	TLR4-MyD88 BLA	STAT1 blocker	DTT redox prof	Hsp70 act	Efa HMGR inh	STAT1 act	STAT3 act	NF-kB expr up	STAT3 inh	APP 5'UTR act
NC1=NN=C(N2N=C(c3ccc(Br)cc3)CC2(O)C(F)(F)F)n2ncnc2C1 (stereo not drawn)	1	4	6.2	-0.3	-2	95	92	1.2	12	10
CN(C)CCN1C(=O)C(=O)/C(=C(/O)c2ccc(F)cc2)C1c1ccccc1 (stereo not drawn)	-7	-5	9.9	0.1	0	104	103	1.1	-2	12
c1ccc(-c2nc3ccccn3c2NCc2ccc3c(c2)OCO3)cc1	-11	-1	-0.6	-0.2	-4	101	99	0.95	4	7
COc1cc(-c2nn3c(-c4cccc(C)c4)nnc3s2)cc(OC)c1OC	-14	-5	2.6	0.0	-3	105	112	0.94	-5	-5
CS(=O)(=O)N(CCc1ccccc1)CC(=O)NCc1ccccc1Cl	-7	0	-0.5	0.2	2	98	102	1.1	4	-8
Cc1ccc(Cn2ccc(NC(=O)c3cc(CC(C)C)on3)n2)cc1	9	-1	0.0	-0.3	-9	98	109	1.2	-12	13
CCOC(=O)Cn1cncc1-c1ccc([N+](=O)[O-])cc1	2	-34	-0.4	0.1	-4	130*	90	1.8	16	6
CN(Cc1ccc(OC(F)F)cc1)C(=O)c1ccc2nccnc2c1	-5	-5	-0.5	-0.3	-6	104	101	1.1	2	10
CC(C)CNC1=C(C(=S)Nc2ccccc2)C(=O)CC(C)(C)C1	-2	12	-0.5	-0.4	-8	89	90	0.8	15	12
CSc1ccccc1NC(=O)c1ccc(CN2CCOCC2)cc1	4	-18	-0.3	0.3	1	116	109	1.5	-3	22
COc1ccc2cnn(-c3ccccc3C)c(=O)c2c1OC	15	-3	-0.3	-0.3	-3	104	107	0.97	-1	-2
O=C(O)COc1ccccc1/C=C1\SC(=S)N(/N=C/c2ccccc2O)C1=O	-7	-7	0.0	0.1	1	106	100	1.2	1	9
COc1ccc(CN(C(=O)CNC(=O)c2ccco2)C(C(=O)NC2CCCC2)c2ccco2)cc1 (stereo not drawn)	1	3	0.1	-0.1	4	97	103	0.39	0	-11
OC1(c2cccc(C(F)(F)F)c2)CCN(c2ncnc3c2[nH]c2ccccc23)CC1	19	27	-0.2	-0.3	-8	75	119	0.35	-15	18
O=C(C1CCCN(S(=O)(=O)c2cccc3nsnc23)C1)N1CCc2ccccc2C1 (stereo not drawn)	0	2	1.8	0.1	1	98	105	0.85	-4	-4
Cc1sc2c(c1C)c(=O)nc1scc(C)n12	-3	1	-0.8	-0.2	nt	97	98	nt	5	-4
Cc1ccc(O)c(C2=Nc3ccccc3N=C(c3ccc([N+](=O)[O-])cc3)C2)c1	-4	-9	0.5	0.1	-2	108	106	1.4	-12	70
COc1ccc(CCCc2n[nH]c(=S)o2)cc1C	-2	-2	-1.4	-0.2	-2	101	96	1.1	8	3
CCOC(=O)C1CCN(C(=O)CSc2ccccc2)CC1	-12	4	3.3	-0.6	-1	96	102	1.2	-2	6
CC(C)(C)c1cc(NC(=O)COc2ccc(Br)cc2)n(-c2ccccc2)n1	-11	12	0.8	-0.5	4	89	95	0.55	5	nt
Cn1c(CC(=O)Nc2ccc(Cl)c(Cl)c2)nnc1SCC(=O)NCc1ccccc1	15	0	-1.1	0.0	-2	98	101	1.2	3	17
Cc1cc2occ(CC(=O)Nc3nnc(C4CC4)s3)c2cc1C	5	-1	-1.4	-0.2	-4	101	123	0.99	-20	29
COc1ccc(-n2nc(C(=O)Nc3ccc4c(c3)OCO4)c3ccccc3c2=O)c(OC)c1	6	5	-2.5	-0.2	-2	96	112	1.1	-7	-24
COc1ccc(N(C(=O)CCl)C(C(=O)NC2CCCCC2)c2cccnc2)cc1 (stereo not drawn)	-24	30	-0.5	0.2	-2	74	88	0.09	13	-20
COc1ccc(Cl)cc1NC(=O)CN1C(=O)CSC1=O	3	7	0.8	-0.1	0	94	106	1.2	2	10
COc1ccc2c(CN(C)c3ccccc3)cc(=O)oc2c1	9	-3	0.5	-0.1	-5	102	105	1.2	0	0
N/C(=N\OC(=O)c1ccccc1)c1cccnc1	-4	-27	-0.2	0.2	-5	122	92	1.2	12	76
O=C(Nc1nc(-c2cccnc2)cs1)c1ccccc1[N+](=O)[O-]	0	0	-0.1	-0.2	-4	98	99	1.1	4	-9
Cc1ccc(C(=O)c2c(NC(=O)c3cccnc3)sc3c2CCCC3)cc1	8	-1	-8.8	0.0	0	101	112	0.89	-10	-2
O=[N+]([O-])c1cc2c(cc1/C=N\NS(=O)(=O)c1ccccc1)OCO2	-1	-1	0.1	-0.2	-11	98	101	1.1	8	2
CN1C(=O)/C(=C/c2ccccc2OCc2cccc(F)c2)N(C)C1=S	1	5	1.1	-0.4	-3	96	116	1	-11	-38
O=C(c1ccccc1)N1CCN(c2ccc(NCc3ccc4c(c3)OCO4)cc2)CC1	-8	12	-0.3	-0.1	-2	89	91	0.97	16	-8
O=C(N/N=C\c1ccc2c(c1)OCO2)c1ccco1	-1	-51	0.3	-0.2	-3	147*	102	2.4	-7	97
Cc1nccc2oc(=O)c(NC(=O)c3ccc(Cl)cc3)cc12	6	-5	0.1	-0.2	0	104	82	2.1	24	-21
CCOc1ccc(CC(=O)Nc2ccc(S(=O)(=O)Nc3cc(C)on3)cc2)cc1OCC	0	-2	-2.9	-0.2	-6	102	99	1	5	2
CC1CCCCC1NC(=O)CCCc1nc2ccccc2c(=O)[nH]1 (stereo not drawn)	21	-1	0.8	0.3	0	101	97	1.2	7	-4
Cc1cccc(NC(=O)c2cc(NC(=O)CCCC(=O)O)ccc2Cl)n1	9	7	0.1	-0.3	-4	93	93	2	15	4
CCC(NC(=O)CCCc1ccccc1)c1ccccc1 (stereo not drawn)	-6	1	-0.9	-0.1	-4	99	99	1.4	-1	14
Cc1cccc(N2C(=O)CC(N3CCN(Cc4ccc(Cl)cc4)CC3)C2=O)c1 (stereo not drawn)	-5	-4	0.2	-0.5	-1	106	102	1	-1	-12
O=C(Nc1nc2ccc(C(=O)N3CCCCC3)cc2s1)C1CCCCC1	10	-7	-0.6	-0.3	3	104	106	1.2	-4	-26
O=C(/C=C/c1cccc([N+](=O)[O-])c1)N1CCN(c2ccccc2F)CC1	-1	6	-0.2	-0.1	0	94	100	1.2	1	-9
CCOC(=O)c1oc2ccccc2c1NC(=O)COc1cccc(OC)c1	5	-5	1.3	1.0	-9	104	93	1.1	16	-2
CC1(C)CC(=O)c2cc(C(=O)NCc3ccco3)c(=O)n(-c3ccccc3)c2C1	-3	0	0.5	-0.2	-4	97	106	1.3	-5	4
O=C(Cn1cc(C(=O)C2CC2)c2ccccc21)NCc1ccc2c(c1)OCO2	-2	3	-5.2	0.3	-2	97	104	1.4	0	11
COC(=O)c1sccc1NC(=O)Nc1cccc(C)c1	-6	-68	-1.0	0.3	4	159*	127	1.3	-25	5

Reprinted at random: 2 records from the list, in no set order.
SMILES	TLR4-MyD88 BLA	STAT1 blocker	DTT redox prof	Hsp70 act	Efa HMGR inh	STAT1 act	STAT3 act	NF-kB expr up	STAT3 inh	APP 5'UTR act
CC1(C)CC(=O)c2cc(C(=O)NCc3ccco3)c(=O)n(-c3ccccc3)c2C1	-3	0	0.5	-0.2	-4	97	106	1.3	-5	4
O=C(Cn1cc(C(=O)C2CC2)c2ccccc21)NCc1ccc2c(c1)OCO2	-2	3	-5.2	0.3	-2	97	104	1.4	0	11

(list continues)
SMILES	TLR4-MyD88 BLA	STAT1 blocker	DTT redox prof	Hsp70 act	Efa HMGR inh	STAT1 act	STAT3 act	NF-kB expr up	STAT3 inh	APP 5'UTR act
FC(F)(F)c1nc2ccccc2nc1N/N=C/c1c(Cl)cccc1Cl	3	4	2.0	-0.3	-2	96	96	1.1	8	8
CCOC(=O)N1CCN(C(=O)CSc2nnc(-c3ccc(C(C)(C)C)cc3)o2)CC1	-2	15	-0.7	-0.3	-10	87	102	1.2	-2	7
Cc1cc(/C=C(\C#N)C(=O)NCc2ccco2)c(C)n1C1CCCC1	-3	-18	0.2	0.3	2	116	99	2.2	5	58
O=C(OC1Cn2c(=O)ccc(=O)n2C1)c1ccccc1	-13	7	0.0	-0.1	-3	93	106	1.1	-6	17
Cc1ccnc2ccc(SC(F)(F)F)cc12	-2	0	-0.3	-0.1	-4	100	98	0.85	13	2
COCCCNC(=S)N1CCCN(c2nc3c(C)c(C)ccc3cc2C#N)CC1	3	13	0.1	-0.2	0	88	82	0.79	26	11
CCOc1cc(C(=O)NC(C)C2CCCO2)cc(OCC)c1OCC (stereo not drawn)	3	2	0.1	-0.2	-3	99	109	0.98	-11	3
N/C(=N\OC(=O)c1ccc2ccccc2c1)c1ccccn1	0	71*	-2.1	-0.4	-2	34	39	4.3*	76*	158*
Cc1ccc(S(=O)(=O)N2CCN(C(=O)c3ccc(OCc4c(C)noc4C)cc3)CC2)cc1	7	6	0.4	-0.4	-3	95	90	0.79	15	-1
CCOc1cccc(CNc2ccc(O)cc2)c1OCc1ccc(Cl)cc1Cl	2	5	-0.7	-0.4	-5	96	94	0.93	8	-13
COc1ccc(-c2ccc(C#N)c(SCC(=O)OCc3ccccc3)n2)cc1OC	5	-6	-3.9	0.3	-5	106	103	0.91	-3	8
COc1ccc(NC(=O)Cn2cnc3c(cnn3-c3ccc(C)c(C)c3)c2=O)c(OC)c1	-14	15	-0.3	-0.1	2	86	88	1.1	17	-3
CCOC(=O)CNS(=O)(=O)CCN1C(=O)c2ccccc2C1=O	-8	7	0.5	-0.1	-5	92	97	1.1	4	5
Cc1ccc2nc3c(c(C(=O)OC4CCOC4=O)c2c1)CCCC3 (stereo not drawn)	-9	1	-0.5	-0.2	-3	98	108	1.4	-7	-3
COc1ccc(NC(=S)NC(=O)/C=C/c2ccco2)cc1	-1	-19	-1.1	0.4	-3	118	97	1.7	12	25
Cc1cc(C)n2nc(SCC(=O)N(CC(C)C)c3c(N)n(CC(C)C)c(=O)[nH]c3=O)nc2n1	-2	-4	-1.4	-0.2	1	102	102	1.1	1	6
O=C(NCC1CCCCC1)C12CN(Cc3ccccc3)CC1C(c1cccc([N+](=O)[O-])c1)=NO2 (stereo not drawn)	-16	1	-3.0	-0.1	0	99	111	1.1	-7	14
CC(C)(C)NCCOCCOc1ccccc1-c1ccccc1	-6	2	0.3	-0.3	-3	98	95	1	10	3
COc1ccc(-n2nc(C(=O)N3CCCCC3)c3ccccc3c2=O)cc1	1	1	-2.5	-0.2	-6	101	96	1	11	-6
CC1Cc2cc(/C(O)=C3/C(=O)C(=O)N(CCN4CCOCC4)C3c3cccc(O)c3)ccc2O1 (stereo not drawn)	6	2	3.1	0.3	0	98	114	1.1	-14	79
CCc1cccc(C)c1NC(=O)CSc1nnc(CCCOc2ccc(Cl)cc2Cl)n1C	-6	9	-0.7	-0.3	-4	94	108	1.1	-12	-14
O=C(NCc1ccccc1)C(c1ccc(F)cc1)N(Cc1cccs1)C(=O)c1cnccn1 (stereo not drawn)	-14	-5	-0.5	-0.1	-1	105	104	0.86	-6	-7

Hits appear at their usual frequency. About 5.6% of those tested had a hit in this group.
